Compound activity from PubChem BioAssay.
Rac1 GTP hydrolysis – MgcRacGAP GTPase-activating activity inhibitors, confirmation, biochemical, ADP Hunter fluorescence; hit rate 0.6% among 340,000; inhibition, % at 30 µM; hits with a dose series show IC50 in µM; AID 624330; MgcRacGAP-stimulated Rac1 GTP hydrolysis, ADP Hunter fluorescence; higher % means a stronger effect; GST-tagged Rac1 F28L mutant substrate;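 active = first-screen hits whose inhibition reached a set limit at any dose in the follow-up dose series; inconclusive = inhibition above the set first-screen limit but never retested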;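 note: fluorescence reports GDP produced by GAP-driven GTP hydrolysis; strong numbers were not always called active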
LYP phosphatase – inhibitors of LYP phosphatase, biochemical, fluorescence intensity, uHTS (AID 1779) | hit rate 0.054% among 290,000 | inhibition, % at 11.5 µM, or IC50 in µM where a hit was titrated | recombinant LYP phosphatase, fluorescence intensity; higher % means a stronger effect; in the data active = inhibition above about 50%;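 note: plate controls were vehicle with enzyme for no effect and no enzyme for full effect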
Dengue-2 NS5 capping – Dengue-2 NS5 methyltransferase inhibitors, primary screen, biochemical, confirmation dose response (AID 588689) | inhibition, % at 25 µM; hits with a dose series show IC50 in µM | Dengue-2 NS5 methyltransferase capping enzyme assay, biochemical; higher % means a stronger effect | hit rate 0.3% among 340,000; in the data active = a potency from the dose series; inconclusive = inhibition above about 29% without an active follow-up result
SV40 large T antigen – SV40 large T antigen inhibitors, biochemical (AID 1903); SV40 large T antigen ATPase/helicase inhibition assay; higher % means a stronger effect; one-dose inhibition, % at 20 µM; IC50 in µM for titrated hits; hit rate 0.39% among 310,000; in the data active = a potency from the dose series; inconclusive = inhibition mostly from about 32% at the one dose, without a potency; inactive = the rest, 99 in 100 with inhibition below about 32%; note: strong numbers were not always called active
GPR35 arrestin U2OS – GPR35 antagonists blocking zaprinast-driven arrestin recruitment, primary screen, imaging, U2OS, beta-arrestin-GFP, zaprinast agonist (AID 2058) | U2OS GPR35 beta-arrestin-GFP translocation imaging, zaprinast antagonism; higher % means a stronger effect | inhibition, % at 10 µM, or IC50 in µM where a hit was titrated | hit rate 0.052% among 290,000;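 active = inhibition of at least 50% with at least 30 cells and total cytoplasm GFP at most 10,000,000; inconclusive = under 30 cells or total GFP of 10,000,000 plus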
PhoP inhibition – PhoP-dependent GFP reporter repression – Salmonella Typhimurium, primary screen (AID 1863); S. Typhimurium PhoP-regulated promoter GFP reporter, 4 h; higher % means a stronger effect; inhibition, % at 50 µM; hits with a dose series show IC50 in µM; hit rate 0.16% among 300,000;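 active = inhibition over 29.93%, a cutoff 3 SD above the screen mean, later confirmed by dose response; inconclusive = inhibition over 29.93% but no dose response follow-up; inactive = inhibition at most 29.93% or unconfirmed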;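 note: 0% = low Mg2+ inducing control and 100% = high Mg2+ repressing control; strong numbers were not always called active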
RSV CPE inhibition – inhibition of RSV-induced cytopathic effect – HEp-2 cells, primary 10 µM value included (AID 2391). HEp-2 cells, RSV-induced CPE inhibition; higher % means a stronger effect. CPE inhibition, % at 10 µM, or IC50 in µM where a hit was titrated. hit rate 0.13% among 310,000; in the data active = a potency from the dose series; inconclusive = CPE inhibition mostly from about 23% at the one dose, without a potency; inactive = the rest, 99 in 100 with CPE inhibition below about 21%; note: strong numbers were not always called active
CSM14.1 death rescue – protection against thapsigargin-triggered cell killing – 384-well, CSM14.1, ATP luminescence, primary screen (AID 1222) | cellular ATP content (survival), % at 20 µM, or EC50 in µM where a hit was titrated | CSM14.1 thapsigargin-induced death rescue, ATP luminescence; higher % means a stronger effect | 190,000 tested, under 10 active;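 active = EC50 below 50 µM in the dose-response confirmation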;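 note: death triggered by thapsigargin at about 15 µM added after 2 h compound pretreatment; cell ATP read after overnight thapsigargin exposure of roughly 18 to 22 hours; normalized against plate controls of thapsigargin alone and 5% DMSO vehicle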
West Nile virus CPE – inhibition of WNV-induced cytopathic effect – cell-based, CPE readout (AID 1621) | West Nile virus-infected cells, CPE inhibition; higher % means a stronger effect | CPE inhibition, % at 10 µM; hits with a dose series show IC50 in µM | hit rate 0.02% among 290,000; in the data active = a potency from the dose series; inconclusive = CPE inhibition mostly from about 3.7% at the one dose, without a potency; inactive = the rest, 99 in 100 with CPE inhibition below about 2.2%; note: strong numbers were not always called active
Dengue-2 NS5 capping pilot replicate – further read-out of Dengue-2 NS5 capping, marked with its call; inhibition, %; measured here: pilot screen replicate inhibition
An asterisk follows results filed as active; ? = inconclusive; · = no result given.

SMILES	Rac1 GTP hydrolysis	LYP phosphatase	Dengue-2 NS5 capping	SV40 large T antigen	GPR35 arrestin U2OS	PhoP inhibition	RSV CPE inhibition	CSM14.1 death rescue	West Nile virus CPE	others
CCOc1ccc(NS(=O)(=O)c2ccc(C(=O)NC3CCN(Cc4ccccc4)CC3)cc2)cc1	7%	·	-4%	22%	·	0%	1.6%	·	·
O=C(CCN1C(=O)C2C3CCC(C3)C2C1=O)Nc1ccc(F)cc1 (centres undefined)	4%	-8%	-6%	·	6%	·	·	·	0.0%
CSc1nnc(CCNS(=O)(=O)c2ccc(Br)cc2)n1C	6%	-11%	-2%	2%	-1%	2%	0.9%	·	0.1%
O=C(c1cc(F)ccc1F)C1CCCN(C(=O)CCN2CCCCO2)C1 (centres undefined)	0%	1%	-6%	23%	14%	-4%	0.7%	-1.3%	0.0%
CCN(CC)C(=O)CSCc1cnn(-c2ccccc2)c1-n1cccc1	0%	-5%	-4%	13%	6%	-1%	5.3%	-0.4%	-1.4%
N/C(CCCN1CCCCC1)=N/O	4%	-1%	-3%	-2%	-6%	15%	1.5%	-2.4%	0.0%
CCCCNC(=O)COC(=O)c1ccc(NC(C)=O)cc1	-2%	1%	-6%	13%	9%	2%	-1.1%	-2.1%	-0.4%
COc1cccc(NC(=S)N2CCn3c(nc4ccccc43)C2)c1	6%	-7%	-10%	-2%	-4%	6%	1.7%	0.7%	0.3%
CCO[C@H]1OC(C(N)=O)=C[C@@H](c2csc3ccccc23)[C@@H]1CCCO	3%	1%	-4%	2%	-5%	-9%	1.0%	1.4%	-0.2%
CNc1cc(CSC)nc(SCc2ccc(Cl)cc2Cl)n1	6%	-3%	-3%	6%	2%	8%	8.3%	-2.2%	0.3%
O=C(N/N=C/c1cccc2ccccc12)c1ccccc1Cl	9%	3%	2%	7%	-10%	-3%	6.4%	·	0.4%
Cc1ccc(NC(=O)C2COc3ccccc3O2)c(C)c1 (centres undefined)	4%	-10%	-3%	16%	0%	0%	6.3%	·	0.0%
CSc1ccccc1NC(=O)COc1nsnc1N1CCOCC1	-11%	-2%	-12%	9%	4%	-6%	3.6%	·	0.0%
CCOC(=O)C1CCN(c2ncnc3c2cnn3C)CC1	12%	-2%	-5%	-19%	5%	·	-0.2%	·	-0.8%
Cc1ccc(C(=O)CSc2nc3ccccc3c(=O)[nH]2)cc1	9%	-2%	-12%	13%	2%	-6%	0.2%	-0.3%	-0.4%	Dengue-2 NS5 capping pilot replicate=2.9
COc1ccc(Cl)cc1NC(=O)c1sc2nc(C)nc(N3CCOCC3)c2c1C	15%	-12%	-8%	6%	3%	8%	1.4%	·	1.0%
Cc1cc(C)c2cc(C(c3nnnn3C3CCCC3)N3CCOCC3)c(=O)[nH]c2c1 (centres undefined)	4%	-1%	-4%	9%	6%	2%	2.5%	-3.2%	-1.1%
CCOC(=O)C1CCN(c2cc(=O)n(-c3ccc(OC)cc3)c(=O)[nH]2)CC1	-3%	-9%	-1%	8%	9%	6%	-0.2%	-1.3%	0.6%
O=C(NCc1ccccn1)C1CCN(S(=O)(=O)N2CCCCC2)CC1	3%	-14%	-2%	9%	-12%	-9%	0.6%	-2.9%	0.5%
O=C(NCCS(=O)(=O)N1CCN(c2ccccc2)CC1)c1cccs1	2%	·	-8%	18%	·	3%	0.6%	·	·
Cc1cccc(NC(=O)c2ccc(S(=O)(=O)N3CCCCCC3)cc2)n1	-1%	·	3%	11%	·	6%	19%	·	·
O=C(NCCCN1CCCC1)c1ccc(CSCc2cccc(Cl)c2)o1	9%	-2%	2%	0%	2%	-5%	-2.9%	-0.6%	-0.1%
CCOC(=O)C1(CCOC)CCN(Cc2nc(-c3cccs3)oc2C)CC1	1%	-6%	7%	22%	-6%	3%	-1.8%	-1.1%	-0.7%
COc1ccc(C(=O)NN)cc1	6%	-3%	0%	5%	-9%	-8%	2.5%	·	-0.3%
Nc1cc(=O)[nH]c(SCC(=O)c2ccc(O)cc2O)n1	12%	-8%	1%	-1%	-11%	19%	2.3%	·	-0.3%

Continuation:
SMILES	Rac1 GTP hydrolysis	LYP phosphatase	Dengue-2 NS5 capping	SV40 large T antigen	GPR35 arrestin U2OS	PhoP inhibition	RSV CPE inhibition	CSM14.1 death rescue	West Nile virus CPE	others
CSc1nncc(-c2ccccc2)n1	6%	1%	1%	18%	-12%	1%	4.2%	0.4%	0.0%
Cc1ccc(-c2csc3n[nH]c(=S)n23)cc1	58µM*	-2%	-20%	31%	-21%	-14%	-3.4%	-5.3%	0.0%
Cc1ccc(NC(=O)C2(c3ccccc3)CC2(Cl)Cl)cc1C (centres undefined)	10%	-4%	-14%	3%	19%	-14%	13%	-0.9%	·
CC(=O)N1CCN(c2ccccc2NC(=O)c2ccco2)CC1	7%	-5%	-3%	2%	16%	6%	-0.4%	·	0.1%
OC(COc1ccc(CN2CCCCO2)cc1)CN1CCCCC1 (centres undefined)	0%	-8%	-4%	-4%	9%	1%	0.8%	0.2%	-0.1%
Cc1ccc(F)cc1CNC(=O)C1CCC(=O)N(CC2CCCCC2)C1 (centres undefined)	1%	-12%	0%	0%	-3%	-7%	2.1%	·	-1.5%
COc1ccc(CN(C(C)=O)c2ccccc2C(=O)O)cc1	9%	-2%	-10%	5%	13%	-8%	-1.6%	·	0.1%
CCN1/C(=C/c2ccc3cc(C)cc(C)c3[n+]2CC)Sc2cc(C)ccc21	24%	-20%	-70%	34%	?	7%	·	-1.1%	-0.6%
Cc1ccc(-c2[nH]c3cc(C(N)=O)ccc3c(=O)c2O)cc1	6%	-7%	-2%	16%	-10%	10%	2.4%	·	0.5%
CC(=O)NCCC1CCCCN1C(=O)c1cc(COc2cc(C)ccc2C)on1 (centres undefined)	15%	0%	-10%	8%	0%	-7%	0.8%	·	-0.5%
O=C(c1cc2c(=O)n3ccccc3nc2s1)N1CCOCC1	-6%	-13%	-1%	0%	-4%	-6%	1.1%	0.9%	·
CCOc1ccc(N(Cc2ccc(OC)cc2)C(=O)c2ccco2)cc1	-21%	3%	-10%	14%	-12%	-12%	7.5%	2.6%	-1.8%
COCCn1c(C)cc(C(=O)CSc2nc3ccccc3c(=O)n2Cc2ccco2)c1C	6%	3%	-3%	1%	-9%	2%	6.2%	-0.5%	-0.1%
Cc1ccc(/C=C/C(=O)Nc2cc(S(=O)(=O)N3CCCCCC3)ccc2OCC(F)(F)F)o1	6%	14%	16%	8%	-14%	15%	3.7%	-3.3%	-1.2%
COC(=O)C1CCN(C(=O)C2CCN(C(=O)[C@H](C)NS(=O)(=O)c3ccc(C)cc3)CC2)CC1	-2%	-16%	-4%	·	-2%	·	0.7%	·	-0.7%
Cc1cccc(C)c1NC(=O)CNC(=O)Cn1nc(C)c(C)c(C#N)c1=O	4%	·	5%	6%	·	-2%	-1.6%	·	·
COc1ccc(S(=O)(=O)NCC2CCCN(Cc3cccnc3)C2)cc1 (centres undefined)	3%	-8%	0%	-1%	7%	0%	-2.5%	-2.4%	-0.5%
CC(=O)Nc1cccc(C(=O)OCC(=O)NNC(=O)c2cccs2)c1	6%	·	-12%	13%	·	-4%	-0.6%	·	·
COc1ccc(C)cc1NC(=O)CN(C)S(=O)(=O)c1ccc2c(c1)CC(C)N2C(C)=O (centres undefined)	8%	-8%	-4%	5%	-12%	-1%	13%	·	0.6%
O=C(Nc1ccc(S(=O)(=O)Nc2nccs2)cc1)c1cc(-c2ccccn2)nc2ccccc12	16%	12%	11%	14%	-2%	2%	3.5%	-1.8%	-0.1%
COc1ccc(C(C)=O)cc1CC(=O)N(Cc1ccccc1)c1ccccc1	1%	-2%	-2%	9%	1%	1%	1.6%	·	-0.7%
Cc1cccc2cc(C(c3nnnn3Cc3ccccc3)N3CCCc4ccccc43)c(=O)[nH]c12 (centres undefined)	-3%	-6%	1%	1%	-3%	-4%	2.7%	-0.3%	0.3%
COc1cc2c(cc1OC)C(C)N(C(=O)Nc1cc(C)cc(C)c1)CC2 (centres undefined)	2%	-4%	-6%	6%	2%	9%	-0.6%	·	1.1%
O=C(Cc1ccccc1)N/N=C/c1ccc[nH]1	8%	1%	0%	9%	-1%	-7%	-0.3%	·	0.1%
Cc1ccc(C(=O)Oc2ccc(/C=N/NC(N)=O)cc2)cc1	6%	2%	-6%	5%	9%	6%	4.8%	-0.4%	0.7%

Further results follow:
SMILES	Rac1 GTP hydrolysis	LYP phosphatase	Dengue-2 NS5 capping	SV40 large T antigen	GPR35 arrestin U2OS	PhoP inhibition	RSV CPE inhibition	CSM14.1 death rescue	West Nile virus CPE	others
Cc1ccc(C(=O)CN2/C(=C(\O)c3ccccc3)C(=O)c3ccccc3S2(=O)=O)c(C)c1	6%	1%	11%	-1%	-8%	8%	3.0%	-2.2%	1.0%	Dengue-2 NS5 capping pilot replicate=-5.5
CC(=O)c1c(C)[nH]c(C(=O)OCC(=O)N2CC(C)OC(C)C2)c1C (centres undefined)	8%	·	-4%	2%	·	4%	2.7%	·	·
CC(=O)NC(CC(C)C)C(=O)NC(Cc1ccccc1)C(N)=O (centres undefined)	·	-14%	·	2%	9%	-12%	·	-2.0%	-0.3%
CN1CCN(CCCNc2c(C=O)c(=O)[nH]c3ccccc23)CC1	3%	-12%	1%	11%	4%	1%	1.4%	·	0.1%	Dengue-2 NS5 capping pilot replicate=-0.3
COc1ccc(N/N=C(/C#N)S(=O)(=O)C(C)(C)C)cc1	-3%	1%	-2%	12%	3%	-1%	-0.9%	0.3%	0.6%
Cc1ccc(NC(=O)COC(=O)C2CC(=O)N(Cc3ccccc3)C2)cc1S(=O)(=O)N(C)C (centres undefined)	12%	-9%	-10%	6%	-3%	2%	-0.2%	0.9%	-0.7%
COc1cc(OC)cc(N(C(=O)c2snc(C(N)=O)c2N)C(C(=O)NCC2CCCO2)c2ccc(C)o2)c1 (centres undefined)	6%	3%	-8%	8%	0%	5%	6.3%	·	0.2%
COc1cc(-c2nc3ccc(N4CCN(C)CC4)cc3[nH]2)cc(OC)c1OC	16%	-31%	-1%	29%	2%	-9%	-2.6%	-1.6%	0.5%
C=CCSc1ncc(CO)n1Cc1ccccc1	4%	-10%	6%	26%	-3%	-3%	2.5%	-0.6%	-0.3%
CCOc1cc(C2NN=C(c3ccccc3)S2)ccc1OCc1ccc(F)cc1 (centres undefined)	2%	1%	-7%	24%	-12%	12%	0.9%	-5.0%	-0.5%
O=S(=O)(CCc1nc2ccccc2s1)c1ccc2ccccc2c1	19%	-11%	-7%	17%	-10%	1%	0.8%	-1.4%	0.3%
Cn1c(SCC(=O)c2ccccc2)nnc1-c1cccnc1	10%	-17%	-3%	-12%	11%	12%	-1.3%	-1.1%	-0.4%
